# Apoferritin bind – qHTS Assay for Identification of Novel General Anesthetics; apoferritin/1-aminoanthracene competitive binding, fluorescence; hit rate 0.074% among 350,000; Potency, µM (top dose mostly 77.5 µM), without a hit: top-dose activity change, negative = displacement, hits mostly inhibitors; Ferritin light chain (Equus caballus), P02791; further: potency means the concentration at half of the fitted maximal effect; on the % scale 0 is the no-effect control and ±100 the full control effect; nearly all actives have a fitted effect of over 20% in size
#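 Read-out: endpoint 1-AMA fluorescence, excitation 380 nm and emission 535 nm, after compounds sit 10 min at room temperature with 10 uM horse-spleen apoferritin in 50% saturated 1-AMA/PBS. Values come from four-parameter Hill fits.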
# POLK inh – qHTS for Inhibitors of Polymerase Kappa; DNA polymerase kappa (Homo sapiens), Q9UBT6; purified Pol kappa, fluorescent DNA synthesis assay, 10 min; Potency, µM (series often up to 107 µM), without a hit: top-dose activity, negative = inhibition, hits mostly inhibitors; hit rate 0.53% among 400,000; further: potency means the concentration at half of the fitted maximal effect; on the % scale 0 is the no-effect control and ±100 the full control effect
#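 50 nM final substrate added after 15 min RT preincubation of 10 nM Pol kappa with compound; fluorescence read at 0 and 10 min.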
# APE1 inh – qHTS Assay for Inhibitors of the Human Apurinic/apyrimidinic Endonuclease 1 (APE1); DNA repair nuclease/redox regulator APEX1 (Homo sapiens), P27695; recombinant APE1, TAMRA/BHQ-2 abasic DNA cleavage fluorescence; Potency, µM (doses to about 65.8 µM), without a hit: at the top dose activity change, negative = inhibition, most hits filed as inhibitors; hit rate 0.35% among 350,000; AID 2517, 2012;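 further: potency means the concentration at half of the fitted maximal effect; plate controls were vehicle for no effect and reference inhibitor for full effect; nearly all actives have a fitted effect of over 55% in size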
#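 Step 1: APE1 (0.75 nM) with compound, 15 min RT. Step 2: add 50 nM fluorophore/quencher THF duplex. Step 3: three fluorescence reads 60 s apart (525/598 nm); read 3 minus read 1 = reaction progress.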
# LDHA inh – qHTS assay for inhibitors of human lactate dehydrogenase | L-lactate dehydrogenase A chain (Homo sapiens), P00338 | purified LDHA, NADH/diaphorase-resazurin fluorescence; stronger effect = lower value | activity change, % (values are at about 110 or 230 µM) | hit rate 0.15% among 480,000; in the data active means activity change below about -30%; inconclusive means mostly about -25% to -30%;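 further: plate controls were DMSO wells for no effect and wells without enzyme for full effect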
#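 Resorufin fluorescence (ex540/em590), read at 0 and 20 min after diaphorase/resazurin addition, reports the NADH left after a 5 min room-temperature reaction of 2 nM human LDH5 with 0.06 mM NADH and 0.2 mM pyruvate.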
# Pol eta inh – qHTS for Inhibitors of Polymerase Eta | recombinant Pol eta, fluorescent DNA replication assay | DNA polymerase eta (Homo sapiens), Q9Y253 | hit rate 1.2% among 390,000 | Potency, µM (titrated, usually from 114 µM), inactives show top-dose activity change, negative = inhibition, hits mostly inhibitors; further: potency means the concentration at half of the fitted maximal effect; on the % scale 0 is the no-effect control and ±100 the full control effect
#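 Pol eta at 10 nM preincubated with compounds 15 min at room temperature; reaction started with fluorescent substrate (50 nM final) and read kinetically at 0 and 10 min.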
# POLB inh – qHTS Assay for Inhibitors of DNA Polymerase Beta; P06746; Pol beta primer extension/strand displacement, fluorescence kinetic; Potency, µM (highest dose often 114 µM), inactives show at the top dose activity change, negative = inhibition, usual class: inhibitors; hit rate 1.3% among 340,000; AID 485314, 2010; further: potency means the concentration at half of the fitted maximal effect; on the % scale 0 is the no-effect control and ±100 the full control effect
#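 Kinetic readout of DNA synthesis with strand displacement by Pol beta. Compound and 10 nM enzyme sit 15 min at room temperature; 50 nM substrate starts the reaction, read immediately and at 10 min.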
# Glioma ERSR ind – qHTS for Inducers of the Endoplasmic Reticulum Stress Response (ERSR) in Human Glioma: qHTS | Potency, µM, inactives show at the highest dose activation, hits mostly activators | hit rate 0.02% among 420,000 | U87-MG GRP78 promoter luciferase reporter, 16 h | AID 602332, 2012; further: potency means the concentration at half of the fitted maximal effect; series mostly up to about 76 µM; % of control where 0% means no effect; nearly all actives have a fitted effect of over 35% in size
#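 Stably transfected U87-MG glioma cells carrying a GRP78-based luciferase sensor; 16 h compound incubation. Luminescence end-point read 10 min after Bright-Glo addition at room temperature.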
# Pol iota inh – qHTS for Inhibitors of Polymerase Iota. Potency, µM (doses to about 115 µM), without a hit: at the highest dose activity, negative = inhibition, most hits filed as inhibitors. hit rate 1% among 390,000. DNA polymerase iota (Homo sapiens), Q9UNA4. Pol iota fluorescent replication assay, 10 min. AID 588590, 2011; further: potency means the concentration at half of the fitted maximal effect
#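 Fluorescent replication assay read twice, at 0 min and 10 min after adding 50 nM (final) substrate. Enzyme (10 nM) and compounds were first incubated 15 min at room temperature; enzyme-free buffer wells were negative controls.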
# BLM inh – qHTS Assay for Inhibitors of Bloom's syndrome helicase (BLM) | RecQ-like DNA helicase BLM (Homo sapiens), P54132 | recombinant BLM DNA unwinding, fluorescence dequenching | Potency, µM (highest dose often 56.1 µM), for the others: at the highest dose activity change, negative = inhibition, most hits filed as inhibitors | hit rate 0.2% among 350,000 | AID 2528, 2010;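 further: potency means the concentration at half of the fitted maximal effect; plate controls were vehicle for no effect and no enzyme for full effect; nearly all actives have a fitted effect of over 35% in size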
# Active calls of the source: *; ? = inconclusive; · = not tested or not shown; [ ] = another dose, or the depositor's remark. Unless noted, the call rests on the fitted dose curve; in most records, active means well fitted curve in the direction sought with a large enough effect; inconclusive means small, poorly fitted or top-dose-only effect, or another doubt; inactive means no such curve, though single readings can be large; an effect the other way counts as inactive or inconclusive.
Apoferritin bind,POLK inh,mol,APE1 inh,LDHA inh,Pol eta inh,POLB inh,Glioma ERSR ind,Pol iota inh,BLM inh
-8%,-27%,Cc1cc(NC(=S)N(Cc2cccc(Br)c2)CC2CCC(C(=O)O)CC2)ccc1Cl (centres undefined),18%,-14,18%,13%,2%,-4%,-1%
-8%,5%,Cc1cccc(Cn2c(N(C)Cc3ccccc3)nc3c2c(=O)[nH]c(=O)n3C)c1,0%,-7,-19%,2%,0%,20%,-4%
-13%,-17%,CCCOCC(O)CC(Cc1ccccc1)C(=O)NN (centres undefined),-1%,-4,-16%,7%,-4%,30%,-3%
-10%,3%,CCc1nnc(SCc2nc(-c3ccccc3)oc2C)c2cc3sccc3n12,·,-10,-3%,-4%,-4%,10%,-12%
-11%,-1%,COc1cc(C(=O)Nc2sc3c(c2C(N)=O)CCC(C)C3)cc(OC)c1OC (centres undefined),·,1,-8%,1%,-1%,11%,-1%
·,-14%,CCCCn1c(N)c(N(C)C(=O)c2ccc(OCC3CCCO3)cc2)c(=O)[nH]c1=O (centres undefined),-5%,-18,0%,·,-2%,23%,·
-4%,-15%,CC1(C)CC(=O)C(/C=N/n2c(C(F)(F)F)nc3ccccc3c2=O)=C(O)C1,4%,-3,9%,0%,-1%,6%,-5%
0%,-6%,CCn1c(SCC(=O)N(C)C2CCS(=O)(=O)C2)nnc1-c1ccccc1 (centres undefined),0%,-8,-8%,1%,-2%,6%,-1%
?,-17%,COc1ccc(COC(=O)N/N=C(\C)CC(=O)Nc2ccc(Cl)cc2)cc1,1%,2,-19%,?,2%,20%,-3%
3%,-4%,CC1=C(C(=O)Nc2cccnc2)C(c2ccccc2)n2nc(SCc3ccccc3F)nc2N1 (centres undefined),·,-8,1%,5%,-1%,-22%,-4%
-3%,0%,CCNc1nc(NCC)nc(N/N=C/c2ccc(O)c(OC)c2)n1,-4%,2,-13%,1%,13%,-21%,-14%
·,-2%,CCCCc1nnc(NC(=O)c2ccc(-n3cncn3)c([N+](=O)[O-])c2)s1,-9%,-4,-11%,·,-1%,16%,·
85%[activator],-12%,Nc1ccc2nn(-c3cccc4ccccc34)nc2c1,-1%,13,?,1%,-10%,-2%,-14%
-12%,-5%,COc1ccc(-c2ccc(NCCC3=CCCCC3)nn2)cc1OC,-1%,-5,-6%,2%,1%,34%[activator],-3%
?,-3%,CCOC(=O)/C(C#N)=C\c1cn(C)c2ccccc12,-2%,-2,-23%,0%,0%,98%[activator],0%

# In the list so far, 2 contain a thiophene ring, fused or not:
Apoferritin bind,POLK inh,mol,APE1 inh,LDHA inh,Pol eta inh,POLB inh,Glioma ERSR ind,Pol iota inh,BLM inh
-10%,3%,CCc1nnc(SCc2nc(-c3ccccc3)oc2C)c2cc3sccc3n12,·,-10,-3%,-4%,-4%,10%,-12%
-11%,-1%,COc1cc(C(=O)Nc2sc3c(c2C(N)=O)CCC(C)C3)cc(OC)c1OC (centres undefined),·,1,-8%,1%,-1%,11%,-1%

# Further records:
Apoferritin bind,POLK inh,mol,APE1 inh,LDHA inh,Pol eta inh,POLB inh,Glioma ERSR ind,Pol iota inh,BLM inh
·,-6%[60.1 µM],COC(=O)N1CCC[C@@]2(CCN(C(c3ccccc3)c3ccccc3)C2)C1,12%,·,·,·,2%,·,-2%
-4%,0%,CSc1ccccc1NC(=O)CN(C)C(=O)c1cccc(S(=O)(=O)N(C)C)c1,1%,-4,-12%,-13%,-2%,5%,0%
-23%,-4%,Cc1c(Cl)ccc2c1NC(=O)[C@]21N[C@@H](CCC(N)=O)[C@H]2C(=O)N(c3ccc(F)cc3)C(=O)[C@H]21,-1%,-2,10%,11%,-1%,3%,-1%
·,-30%,CN(C)CCNCCCNc1c2ccccc2nc2cccc([N+](=O)[O-])c12,·,-1,?,·,-5%,-29%,·
-5%,-26%,O=C1Nc2ccccc2C(=O)N2CCCCC12 (centres undefined),7%,-5,-7%,-21%,-2%,-10%,-2%
-16%,-5%,Cc1ccsc1/C=N/NC(=O)C1CC(=O)N(c2ccccc2)C1 (centres undefined),11%,-3,-9%,50%,-1%,-17%,3%
-13%,-7%,COc1ccc(/C=C/C=C2\NC(=S)NC2=O)cc1,-2%,-8,7%,-2%,6%,27%,-2%
-7%,-5%,O=C(Cc1ccccc1)Nn1c(-c2ccccc2)nc2ccccc2c1=O,-4%,-2,-5%,27%,-4%,8%,-1%
6%,-16%,COc1ccc(CCN(C)C(=O)Cn2c(=O)oc3ccccc32)cc1OC,2%[12.4 µM],-8,-3%,8%,-2%,30%[activator],2%
-12%,-3%,Cc1ccc(C(=O)N2CCN(C(=O)CN3CCOCC3)C2)cc1,10%,4,-20%,16%,-2%,-11%,0%
?,-6%,CCOC(=O)c1snc(C(=O)NC2CCCCC2)c1N,-1%,3,-8%,4%,10%,0%,-2%
-11%,0%,Cc1ccccc1NS(=O)(=O)c1ccc(C(=O)NN2CCCCC2)cc1,47%[activator],1,-13%,15%,-2%,5%,1%
-12%,·,COC(=O)[C@@]1(Cc2ccc(F)cc2)[C@H]2c3cc(C(=O)N4CCCC4)n(Cc4cc(F)cc5c4OCOC5)c3C[C@H]2CN1C(=O)c1ccccc1,?,-4,·,·,·,·,-8%
8%,-1%,CC1CN(C(=O)c2ccc(COc3ccccc3Cl)o2)CC(C)O1 (centres undefined),2%[12.4 µM],-3,-19%,-2%,-3%,-2%,-1%
-4%,1%[60.1 µM],COC(=O)Cn1c(=NC(=O)c2ccc3c(c2)OCCO3)sc2ccccc21,·,0,-13%,0%,-3%,26%,-2%

# Further results:
Apoferritin bind,POLK inh,mol,APE1 inh,LDHA inh,Pol eta inh,POLB inh,Glioma ERSR ind,Pol iota inh,BLM inh
·,3%,COc1ccc([C@H]2CC(=O)C=C(c3ccc(C)cc3)C2)cc1OC,-7%,6,-21%,·,-4%,-15%,·
-2%,3%,Cc1ccc(C)c(N2CCN(S(=O)(=O)CC34CCC(CC3=O)C4(C)C)CC2)c1 (centres undefined),-5%,-1,-19%,5%,-4%,-23%,-3%
-10%,-7%,Cc1nn(C)cc1CN(C)C(=O)c1cc(COc2ccc(F)cc2F)on1,-2%,-2,-6%,8%,-1%,8%,-3%
·,0%,COc1cccc(NC(=O)CN(C)C(=O)CN2C(=O)NC3(CCCC3)C2=O)c1,18%,-5,-18%,·,-2%,24%,·
-2%,4%,C=CCn1c(SCC(=O)Nc2nnc(CC)s2)nnc1-c1ccncc1,-6%,0,-7%,93%,-5%,74%[activator],-2%
-5%,-11%,Cc1cccc(CC2SC(N)=NC2=O)c1 (centres undefined),0%,1,-22%,22%,-3%,-7%,-11%
-13%,0%,Cc1ccc(NS(=O)(=O)c2ccc3[nH]c(=O)sc3c2)cc1,-1%,-3,-15%,1%,-2%,21%,-3%
·,16%,O=C(C[C@@H]1C/C=C/CC[C@H](Cc2ccc(F)cc2)C(=O)OC[C@@H](Cc2ccccc2)NC1=O)N[C@H](CO)Cc1ccccc1,10%,-4,-13%,·,-11%,48%[activator],·
-5%,0%,COC(=O)C1=C(C)N(CCCC(=O)O)C(=O)NC1c1ccc(Br)cc1 (centres undefined),-8%,8,-8%,-8%,-7%,?,0%
-4%,-17%,CCOc1ccc(NC(=O)Cn2cc(C(=O)c3ccc(C)cc3)c(=O)c3cc4c(cc32)OCO4)cc1,·,-11,1%,0%,-2%,2%,-7%
·,3%,COc1ccc(CNS(=O)(=O)CCNC(=O)c2ccccc2)cc1,4%,-2,-17%,·,0%,14%,·
?,-20%,Cc1cc(SCc2ccccc2)nc(=O)[nH]1,-5%,1,-12%,-2%,0%,3%,-1%
-6%,-12%,Fc1ccc(CNCc2ccc3c(c2)OCO3)cc1,23%,-2,0%,28%,-1%,104%[activator],0%
-5%,-16%,COc1ccc(CN(C)CC(O)COc2ccc(C(=O)c3ccccc3)cc2)c(OC)c1OC (centres undefined),63%[activator],1,-3%,-19%,-7%,-2%,3%
73%[activator],-15%,N#CC1=C2SCC(O)(c3ccccc3)N2C(=O)CC1c1ccccc1F (centres undefined),2%,10,-16%,2%,-5%,28%,-10%

# Pulled by compound from above, 2 records:
Apoferritin bind,POLK inh,mol,APE1 inh,LDHA inh,Pol eta inh,POLB inh,Glioma ERSR ind,Pol iota inh,BLM inh
·,16%,O=C(C[C@@H]1C/C=C/CC[C@H](Cc2ccc(F)cc2)C(=O)OC[C@@H](Cc2ccccc2)NC1=O)N[C@H](CO)Cc1ccccc1,10%,-4,-13%,·,-11%,48%[activator],·
-13%,0%,Cc1ccc(NS(=O)(=O)c2ccc3[nH]c(=O)sc3c2)cc1,-1%,-3,-15%,1%,-2%,21%,-3%

# Next section
Apoferritin bind,POLK inh,mol,APE1 inh,LDHA inh,Pol eta inh,POLB inh,Glioma ERSR ind,Pol iota inh,BLM inh
-1%,-17%,Cn1cc(C(=O)CCl)c2ccccc21,5%,-4,?,2%,-13%,?,-5%
-14%,-1%,CCc1ccc(NC(=O)CSC2=C(C#N)C(c3ccco3)C3=C(CCCC3=O)N2)cc1 (centres undefined),-5%,3,-13%,5%,4%,0%,-13%
2%,-6%,NS(=O)(=O)c1ccc(N/C=C/C(=O)c2ccc(Br)cc2)cc1,0%,-4,-5%,-1%,4%,0%,-3%
-13%,0%,O=C(Cc1ccc(NC(=O)N2CCCCc3ccccc32)cc1)NCc1cccc(Br)c1,·,-8,-14%,8%,0%,17%,-5%
55%[activator],-5%,O=c1c(-c2ccc(O)cc2)coc2c(C3O[C@H](CO)[C@@H](O)[C@H](O)[C@H]3O)c(O)ccc12 (some centres undefined),11%,1,-7%,98%,-2%,95%[activator],-3%
2%,-8%,CCCOc1ccccc1Cn1c(=O)oc2ccccc21,-3%,-2,-10%,23%,-4%,35%[activator],-5%

# An excerpt; the hit share may differ from the screen's.
